TNAP inh hiacc – inhibitors of human TNAP at high phosphate acceptor concentration. P05186. purified TNAP, CDP-star luminescence, 1 M DEA. inhibition, % at 20 µM. 0.03% of 200,000 active. AID 1135;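 active = over 50% inhibition of tissue-nonspecific alkaline phosphatase at 20 µM in the single-dose screen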;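 also: plate controls were DMSO wells for no effect and EDTA-quenched wells as full inhibition for full effect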
Target sequence (P05186 whole entry, looked up): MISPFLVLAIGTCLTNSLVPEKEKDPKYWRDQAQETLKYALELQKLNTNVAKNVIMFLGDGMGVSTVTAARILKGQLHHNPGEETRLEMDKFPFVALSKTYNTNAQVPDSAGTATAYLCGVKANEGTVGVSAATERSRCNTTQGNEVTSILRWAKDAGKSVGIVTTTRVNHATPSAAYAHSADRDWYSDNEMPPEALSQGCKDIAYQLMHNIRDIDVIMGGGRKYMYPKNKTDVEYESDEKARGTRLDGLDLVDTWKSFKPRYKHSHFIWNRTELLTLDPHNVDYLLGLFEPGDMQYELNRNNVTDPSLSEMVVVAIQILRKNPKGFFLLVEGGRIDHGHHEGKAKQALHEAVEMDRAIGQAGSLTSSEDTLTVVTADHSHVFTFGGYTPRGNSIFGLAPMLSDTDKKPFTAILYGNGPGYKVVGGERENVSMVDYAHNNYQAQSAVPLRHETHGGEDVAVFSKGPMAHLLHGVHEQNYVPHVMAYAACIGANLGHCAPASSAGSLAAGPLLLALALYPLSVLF
bIAP activator – intestinal alkaline phosphatase (bovine) activation; activation factor at 20 µM; purified bovine IAP, CDP-star luminescence, 30 min; active compounds read high; fold of DMSO-control signal, blank-subtracted; 0.17% of 200,000 active;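 active = activation factor of 2 or more at 20 µM, a signal rise over negative controls twice the positive control's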
TR-FRET SRC-2 ct – counter-screen for PPARgamma SRC-2 recruitment agonists: TR-FRET artefact; AID 1049; TR-FRET ratio at 8 µM; 0.4% of 200,000 active; active compounds read high; in the data active = TR-FRET ratio above about 2000; also: inactives centre near 1500
bIAP inh – intestinal alkaline phosphatase (bovine) inhibition. purified bovine IAP, CDP-star luminescence, 30 min. inhibition, % at 20 µM. 190,000 tested, under 10 active. AID 1019;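 active = over 50% inhibition of intestinal alkaline phosphatase at 20 µM in the single-dose screen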
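Assay system – bovine IAP enzyme · Quantity – bovine IAP at 1/65,000,000 final dilution · Detection – CDP-star luminescence signal · Times – 30 min reaction at room temperature · Also added – CDP-star substrate at 30 µM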
PPARg SRC-1 ag – promotes SRC-1 coactivator recruitment by human PPARgamma | P37231 | PPARgamma-SRC-1 coactivator recruitment biochemical assay | activation, % at 8 µM | 0.41% of 200,000 active | AID 631; in the data active = activation above about 19%;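 also: 0% = DMSO and 100% = reference agonist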
Target sequence (P37231 whole entry, looked up): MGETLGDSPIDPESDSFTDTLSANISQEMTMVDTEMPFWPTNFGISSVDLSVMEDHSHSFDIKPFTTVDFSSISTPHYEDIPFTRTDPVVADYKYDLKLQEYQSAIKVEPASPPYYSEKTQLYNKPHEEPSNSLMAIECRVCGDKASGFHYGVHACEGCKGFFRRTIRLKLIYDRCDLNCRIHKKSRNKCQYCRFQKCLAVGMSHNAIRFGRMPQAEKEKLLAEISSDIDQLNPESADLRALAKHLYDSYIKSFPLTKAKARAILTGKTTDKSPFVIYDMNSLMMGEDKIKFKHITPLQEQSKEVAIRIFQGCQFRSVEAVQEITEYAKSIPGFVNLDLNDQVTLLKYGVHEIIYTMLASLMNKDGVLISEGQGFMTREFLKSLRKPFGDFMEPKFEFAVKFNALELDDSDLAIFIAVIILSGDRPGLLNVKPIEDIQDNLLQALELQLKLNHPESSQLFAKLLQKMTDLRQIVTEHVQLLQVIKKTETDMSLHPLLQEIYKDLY
PPARg SRC-3 ag – PPARgamma-driven SRC-3 recruitment agonism. P37231. AID 731. biochemical PPARgamma/SRC-3 coactivator recruitment assay. 0.26% of 200,000 active. activation, % at 8 µM; in the data active = activation above about 23%;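 also: 0% = DMSO and 100% = reference agonist; some compounds past the cut are filed as inactive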
PPARg SRC-2 ag – agonists of SRC-2 recruitment by human PPARgamma | PPARgamma LBD-SRC-2 recruitment, biochemical | 0.34% of 200,000 active | activation, % at 8 µM | AID 1032 | P37231; in the data active = activation above about 22%;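 also: 0% = vehicle and 100% = reference agonist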
TNAP inh noacc – TNAP (human) inhibition, acceptor-free conditions; purified TNAP, CDP-star luminescence, 30 min; 0.26% of 200,000 active; AID 1012; inhibition, % at 20 µM;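 active = tissue-nonspecific alkaline phosphatase inhibition above about 50% at 20 µM in the single-dose screen, limit read from the data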;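 also: 0% = DMSO negative control and 100% = EDTA positive control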
HMGR II inh – E. faecalis class II HMG-CoA reductase inhibition | inhibition, % at 10 µM | 0.41% of 190,000 active | purified E. faecalis HMGR, NADPH absorbance 340 nm kinetic;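 active = inhibition above a set limit, the median over all tested compounds plus 3 SD, cut at about 9.5% in these data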;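 also: enzyme runs in reverse so mevalonate oxidation gives rising NADPH absorbance; 0% = complete reaction with DMSO and 100% = background rate lacking mevalonate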
TNAP act hi DEA – increases human TNAP activity under high phosphate acceptor concentration. purified TNAP, CDP-star luminescence, 1 M DEA, 30 min; active compounds read high; 0 = EDTA background, 1 = DMSO-only activity. activation factor at 20 µM. 200,000 tested, under 10 active. P05186;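 active = activation factor at least 2 at 20 µM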
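Control set: EDTA negative control, DMSO positive control / Assay system: human TNAP / Quantity: TNAP 1/800 final / Evaluation: TNAP activation factor scaled between EDTA and DMSO control wells / Measured by: luminescent substrate turnover signal / Compound dosing: one dose, 20 µM / Times: 30 min enzyme reaction at room temperature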
Active calls of the source: *.

SMILES	TNAP inh hiacc	bIAP activator	TR-FRET SRC-2 ct	bIAP inh	PPARg SRC-1 ag	PPARg SRC-3 ag	PPARg SRC-2 ag	TNAP inh noacc	HMGR II inh	TNAP act hi DEA
CC1CN(c2cc3nccnc3cc2F)CC(C)O1 (stereo not drawn)	-2	0.9	1552	6	5	-6	10	-10	0	1
COC(=O)CSc1nc2c(c(-c3ccc(O)cc3)c1C#N)CCCC2	-7	1	1598	4	3	3	-11	-11	-4	1.1
CCC1CCCCN1c1cc(C)nc2cc(-c3cccc(C)c3)nn12 (stereo not drawn)	-1	1.1	1528	-10	-2	0	-3	-2	-2	1
CCCCC(=O)Nc1cc([N+](=O)[O-])ccc1Cl	-4	1	1518	2	3	-3	-5	-14	-3	1
Cc1cccc(C)c1N1CCN(S(=O)(=O)c2ccccc2)CC1	6	1	1760	-4	2	6	6	1	-2	0.9
Cc1ccnn1CCC(=O)N1CCCC(CCC(=O)N2CCN(c3ccccn3)CC2)C1 (stereo not drawn)	-7	1	1356	1	-1	-2	-2	-6	-3	1.1
N#Cc1ccc(-n2nccc2-c2cnc3n(c2=O)CCS3)cc1	-7	0.9	1519	7	-4	9	0	-7	-1	1.1
O=C(Nc1cccc2c1CCCC2)c1ccncc1	1	1	1631	-3	0	12	-6	-4	9	1
CCOc1c(OC(C)=O)ccc(/C=C/c2ccc3cccc(OC(C)=O)c3n2)c1[N+](=O)[O-]	6	1	1454	4	5	-7	-3	-1	-8	0.9
COC(=O)c1cccc(NC(=O)CSc2nnc(C)n2C)c1	-4	1.2	1762	-15	2	-4	0	-5	-4	1
O=C(Cn1nc(-c2ccc(Cl)cc2)c2ccccc2c1=O)Nc1cccnc1	-2	1	1654	0	9	5	15	-4	-4	1
CN(C)c1nc(NC(C)(C)C)nc(SCC(=O)Nc2ccccc2)n1	-5	1.1	1275	-7	-5	-2	-6	-12	-1	1.1
CN(C)/C=N/C(=S)Nc1ccc(Cl)cc1Cl	-2	0.9	1341	8	15	3	1	-1	-4	1
CCc1nn(-c2cc(Oc3cccc4ccccc34)nc(-c3ccccc3)n2)c(N)c1C#N	1	1	1515	4	7	8	-4	-5	-1	1
COc1ccc(Cl)cc1NC(=O)CCN1CCN(c2ccccc2C)CC1	-6	0.9	1615	9	7	4	1	-7	-3	1.1
COc1ccc(C(=O)Nc2ccc(-c3nnn(CC(=O)N4CCN(C(=O)c5ccco5)CC4)n3)cc2)cc1	-4	1.1	1687	-6	6	-1	-3	-8	-9	1
COc1ccc(OC)c(C(=O)COC(=O)c2ccc(C)o2)c1	-4	1	1632	3	0	-2	2	4	-3	1
CCOc1ccc(N2C(=O)C3C4C=CC(CC4)C3C2=O)c([N+](=O)[O-])c1 (stereo not drawn)	-6	0.9	1639	7	6	4	4	-11	1	1.1
COC(=O)c1ccc(Nc2cc(C)nc3ncnn23)cc1	-6	1.2	1424	-16	5	5	10	-4	-2	1.1
CCC(C(=O)OC)n1cnc2c(nnn2-c2cccc(Cl)c2)c1=O (stereo not drawn)	-1	1	1778	2	1	0	-2	-12	4	1
CC(=O)Nc1ccc(NC(=O)c2sc3nc4c(c(-c5ccc(C)cc5)c3c2N)CCC4)cc1	-4	0.9	1643	8	5	6	9	-10	-9	1
CNC(=O)c1c(C)noc1C	1	1.1	1536	-8	6	3	5	1	-4	1
CC(C)c1ccc(Nc2cnn(C34CC5CC(CC(CC(=O)O)(C5)C3)C4)c(=O)c2Cl)cc1	-5	0.9	1431	8	0	0	-3	-12	-1	1.1
CCOC(=O)Nc1cccc(NC(=O)c2cc(OC)cc(OC)c2)c1	2	1.1	1363	-8	-8	8	-5	-7	3	1
O=C1CC(c2ccco2)CC(O)=C1C=NCC1NCCc2ccccc21 (stereo not drawn)	-2	0.9	1377	10	0	-7	-7	0	-2	1
COc1ccc2cc(CN(Cc3cccs3)Cc3nnnn3Cc3ccccc3)c(=O)[nH]c2c1	-4	0.8	1676	17	3	16	12	-1	2	1
CCOc1ccc(-c2nc3n(c(=O)c2C#N)CCCS3)cc1	0	0.9	1563	6	6	7	6	-4	-7	1
CCOC(=O)Cc1csc(NS(=O)(=O)c2ccccc2)n1	-3	0.9	1679	9	1	-1	6	-12	-8	1
CC1(C)CC(=O)c2cn3c(nc2C1)nc1ccccc13	-3	0.9	1523	7	6	7	10	0	-12	1
Cn1c(Cl)c(C(=O)Nc2ccc(Cl)cc2)c2ccccc21	-2	0.9	1646	6	4	-3	11	-11	-2	1

Only TNAP inh noacc and PPARg SRC-1 ag (two entries from above):
Molecule	TNAP inh noacc	PPARg SRC-1 ag
CC1(C)CC(=O)c2cn3c(nc2C1)nc1ccccc13	0	6
O=C(Nc1cccc2c1CCCC2)c1ccncc1	-4	0

Next structures follow.
SMILES	TNAP inh hiacc	bIAP activator	TR-FRET SRC-2 ct	bIAP inh	PPARg SRC-1 ag	PPARg SRC-3 ag	PPARg SRC-2 ag	TNAP inh noacc	HMGR II inh	TNAP act hi DEA
CCCCn1c(-c2csc(C(C)C)c2)n[nH]c1=S	6	0.9	1734	9	-1	4	5	36	0	0.9
COC(=O)C(C(=O)OC)c1ccc(N)cc1	-6	1	1606	1	-5	-5	-6	-10	-21	1.1
COc1ccc(NC2=CC(=O)CC(c3ccccc3)C2)cc1 (stereo not drawn)	-2	0.9	1493	9	7	5	5	-4	3	1
COc1cccc(NC(=S)N/N=C2\CC3CCC2(C)C3(C)C)c1 (stereo not drawn)	1	1.1	1605	-10	-7	-1	-2	-3	-5	1
O=C(O)c1cccnc1Br	-4	1.2	1618	-15	-1	0	1	3	4	1
O=S(=O)(c1cccc(S(=O)(=O)N2CCC(n3nnc4ccccc43)CC2)c1)N1CCCCC1	-9	0.9	1584	7	3	3	6	1	2	1.1
CCC1Oc2ccc(C)cc2N(CC(=O)NCCC2=CCCCC2)C1=O (stereo not drawn)	-2	0.9	1570	11	3	-6	5	-16	-1	1
C=C(C)c1ccc(C(C)(C)NC(=O)N2CCN(C)CC2)cc1	-1	1	1503	-4	-1	0	3	-5	2	1
CCC(=O)Nc1nc(C)nc(C)c1C(C)=O	3	1	1424	4	6	9	6	-14	0	1
COC(c1ccccc1)c1nnc(CCC(=O)NCCC(C)C)o1 (stereo not drawn)	-3	1	1656	4	4	1	2	-11	16*	1
Cc1cc(C)cc(Oc2ccccc2/C=N\O)c1	-5	0.8	1604	21	4	-4	-2	2	-1	1.1
COc1ccccc1NC(=O)CSc1nnnn1C	-4	1	1677	-1	10	-5	1	-14	-3	1
O=C(CSc1nnc(Cc2ccccc2)o1)NCCN1C(=O)CSC1=O	-7	0.9	1646	6	0	3	5	-6	1	1.1
Cc1nn(Cc2ccccc2)c2c1C(c1ccco1)C(C#N)=C(N)O2 (stereo not drawn)	-1	0.9	1338	9	-1	0	-1	-8	1	1
CCCOc1ccc(C(=O)C(CN2CCCC2)c2ccccc2)cc1 (stereo not drawn)	3	1	1615	0	6	5	2	-1	4	1
CCC1CCCCN1S(=O)(=O)c1ccc(S(=O)(=O)N(Cc2ccccn2)CC2CCCO2)cc1 (stereo not drawn)	-4	1	1627	3	3	-2	6	14	-3	1
COc1cc(OC)cc(C(=O)NCCCN2CCOCC2)c1	-5	1.2	1556	-17	2	3	2	-14	2	1
CC(=O)c1c(C(C)=O)c(C)n(-c2ccc(N)c(C)c2)c1C	-3	0.9	1571	7	8	0	8	-6	-1	1
CCOc1cc(N2CCOCC2)c(OCC)cc1NC(=O)COC(=O)c1cccc2ccccc12	2	0.7	1522	30	-1	7	1	-10	-7	1
Nn1c(SCC(=O)Nc2ccc3c(c2)OCO3)nnc1C(F)(F)F	-3	1.2	1787	-18	3	2	-2	-6	-3	1
N#CCC1c2ccccc2CCN1C(=O)Nc1cccc(C(F)(F)F)c1 (stereo not drawn)	2	1	1688	0	9	-7	4	-6	-2	1
O=C(NCc1cccnc1)C(=O)NCC1OCCN1S(=O)(=O)c1ccc(Cl)cc1 (stereo not drawn)	-4	1.1	1538	-10	6	5	9	-6	6	1
COC(=O)Oc1nsnc1N1CCOCC1	-2	1	1562	-3	1	2	3	-12	-5	1
COc1ccc2c(c1)C=C(C(=O)OCc1cccnc1)CO2	-1	0.9	1481	15	-4	-2	-1	1	-3	1
Cc1csc(NC(=O)C(CC(C)C)NS(=O)(=O)c2ccc3c(c2)oc(=O)n3C)n1 (stereo not drawn)	-2	1.3	1556	-28	-4	0	4	-7	1	1
Cc1ccc(C(=O)n2c(-c3ccccc3)cnc2SCC(=O)Nc2ccccc2)cc1	-1	0.9	1687	11	0	5	7	-7	-2	1
COC(=O)C1=C(C)NC(=O)NC1c1ccc(-c2ccccc2Cl)o1 (stereo not drawn)	-1	1	1504	-2	-2	1	2	-6	-3	1
CCOC(=O)c1ccc(-n2c(N)c(C(=O)NCc3ccco3)sc2=S)cc1	-1	0.9	1382	6	-2	-8	4	-11	-7	1
CN(Cc1cccc2ncccc12)C(=O)CC1C(=O)NCCN1Cc1ccc(F)cc1 (stereo not drawn)	0	1.1	1423	-8	-1	-1	-1	-2	-3	1
Cc1c(Br)c([N+](=O)[O-])nn1CC(=O)Nc1ccc(C(N)=O)cc1	-1	1	1553	-5	7	3	0	0	-3	1
CCn1c(=O)n(Cc2ccco2)c(=N)c2c3c(sc21)COC(C)(C)C3	0	1	1588	5	-3	10	8	0	0	1
CCn1ncc(C(=O)Nc2cc(C)on2)c1C	-4	1	1307	4	2	3	-9	-12	2	1
COc1ccc(N(CC(=O)NCCC2=CCCCC2)S(=O)(=O)c2ccccc2)c(OC)c1	-2	0.9	1367	6	-7	0	0	1	1	1
Cc1ccccc1OCC(=O)Nc1ccc2c(c1)OCO2	-2	0.9	1514	15	9	8	3	-4	4	1
CCOc1ccc(NC(=O)CSc2nnc(CCNC(=O)c3ccc(OC)cc3)n2CC)cc1	-4	1.1	1600	-8	7	3	9	-7	-1	1
N/C(=N\OC(=O)CCCOc1ccccc1)c1ccncc1	-5	1.1	1503	-7	1	5	-3	-5	-3	1.1
CCCCN1C(=O)C(=O)N(c2ccccc2)C1=S	1	1	1569	-4	10	-2	5	-6	-1	1
CN(Cc1ccccc1)S(=O)(=O)c1ccc(C(=O)Nc2nnc(C3CC3)o2)cc1	-3	0.9	1833	9	-2	16	5	-8	3	1
O=C(OCCN1C(=O)c2cccc3c(N4CCOCC4)ccc(c23)C1=O)c1cccc(Cl)c1	0	1	1562	-3	0	2	4	-2	-5	1

Exported with values under each structure: part of the list above.
Each structure is followed by: TNAP inh hiacc, bIAP activator, TR-FRET SRC-2 ct, bIAP inh, PPARg SRC-1 ag, PPARg SRC-3 ag, PPARg SRC-2 ag, TNAP inh noacc, HMGR II inh, TNAP act hi DEA
CCn1ncc(C(=O)Nc2cc(C)on2)c1C
 : -4, 1, 1307, 4, 2, 3, -9, -12, 2, 1
CCCCN1C(=O)C(=O)N(c2ccccc2)C1=S
 : 1, 1, 1569, -4, 10, -2, 5, -6, -1, 1

Screening results: PubChem BioAssay, several laboratories
